GDH-TPI counter: GDH-TPI coupled enzyme inhibition counter-screen | GDH-TPI coupled enzyme counterscreen, NADH absorbance | inhibition, % at 4.8 µM | 360,000 tested, 1.2% active | AID 588335; in the data active means inhibition above about 30%;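 further: 0% = DMSO wells and 100% = wells lacking the enzyme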
TcdB GH inh: inhibitors of Clostridioides difficile toxin B glycohydrolase | TcdB glycohydrolase enzymatic assay, plate reader | P18177 | 350,000 tested, 0.24% active | inhibition, % at 9.99 µM; in the data active means inhibition above about 10%
BioA inh: BioA (M. tuberculosis) enzyme inhibition; purified M. tuberculosis BioA enzyme, plate reader; 360,000 tested, 0.096% active; inhibition, % at 9.99 µM; AID 602481; in the data active means inhibition above about 40%; inconclusive means no clear call, values can overlap the other calls
Mtb FBA inh: Mtb fructose-bisphosphate aldolase inhibition | P9WQA3 | purified M. tuberculosis FBA, fluorescence read-out | inhibition, % at 1 µM | 360,000 tested, 2.3% active; in the data active means inhibition above about 27%;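 further: 0% = vehicle and 100% = reference inhibitor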
Target sequence (P9WQA3 whole entry, looked up): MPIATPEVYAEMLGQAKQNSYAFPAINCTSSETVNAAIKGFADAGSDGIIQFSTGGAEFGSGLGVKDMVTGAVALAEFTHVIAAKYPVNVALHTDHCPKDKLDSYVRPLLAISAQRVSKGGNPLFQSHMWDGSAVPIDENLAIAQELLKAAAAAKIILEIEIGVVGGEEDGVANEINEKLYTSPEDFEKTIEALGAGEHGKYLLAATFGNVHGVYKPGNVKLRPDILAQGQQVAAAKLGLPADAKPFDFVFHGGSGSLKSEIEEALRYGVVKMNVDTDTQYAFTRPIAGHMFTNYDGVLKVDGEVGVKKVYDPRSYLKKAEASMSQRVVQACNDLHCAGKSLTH
Yp Topo-I inh: blocks Yersinia pestis topoisomerase I activity. activity, % at 10 µM. Y. pestis Topo-I cleavage product accumulation, plate reader. 360,000 tested, 0.064% active. AID 504884; in the data active means activity above about 50%, passing the limit was not always enough; inconclusive means no clear call, values can overlap the other calls; further: inactives centre near 2
PfHsp40 yeast: restores yeast growth despite PfHsp40 toxicity | S. cerevisiae expressing PfHsp40, growth rescue, ATP luminescence | growth rescue, % at 12.5 µM | 340,000 tested, 0.68% active | AID 504582; in the data active means growth rescue above about 28%, passing the limit was not always enough; inconclusive means no clear call, values can overlap the other calls;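 further: yeast W303a lacking pdr1 and pdr3 grown in galactose medium; growth measured after three days at 30 °C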
BH1578 lux ind: induces V. cholerae light production without autoinducers; V. cholerae BH1578 lux reporter, luminescence, 6 h; activation, % at 18.7 µM; 350,000 tested, 0.16% active; AID 588436; in the data active means activation mostly above about 9.7%, no sharp cut-off; inconclusive means no clear call, values can overlap the other calls; inactive means mostly below about 3.7%; further: not every result past the cut was called active; inactives centre near 0; reference of the scale not given here
FadD28 FP inh: inhibitors of Mycobacterium tuberculosis FadD28 bisubstrate binding; FadD28 bisubstrate probe binding, fluorescence polarization; 360,000 tested, 0.22% active; inhibition, % at 12.5 µM; in the data active means inhibition above about 8.5%, passing the limit was not always enough; inconclusive means no clear call, values can overlap the other calls
Mtb UGM inh: Mtb UDP-galactopyranose mutase inhibition; P9WIQ1; purified UGM, fluorescence polarization probe displacement; inhibition, % at 10 µM; 320,000 tested, 0.06% active; in the data active means inhibition above about 10%, passing the limit was not always enough; inconclusive means no clear call, values can overlap the other calls
Target sequence (P9WIQ1 whole entry, looked up): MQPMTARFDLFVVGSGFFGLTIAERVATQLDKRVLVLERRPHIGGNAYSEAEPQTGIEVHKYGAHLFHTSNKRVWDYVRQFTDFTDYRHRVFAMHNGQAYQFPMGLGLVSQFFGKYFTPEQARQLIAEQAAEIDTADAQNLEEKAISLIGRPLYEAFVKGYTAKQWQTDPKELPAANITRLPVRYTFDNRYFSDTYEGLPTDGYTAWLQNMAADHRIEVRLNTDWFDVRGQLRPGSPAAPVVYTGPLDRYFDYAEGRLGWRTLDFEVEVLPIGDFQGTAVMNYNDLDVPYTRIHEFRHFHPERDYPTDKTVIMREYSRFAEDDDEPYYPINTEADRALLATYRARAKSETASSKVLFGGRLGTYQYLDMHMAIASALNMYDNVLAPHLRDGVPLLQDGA
* hit, by the source's call; i = inactive; ? = inconclusive; nt = not tested or not shown.

SMILES	GDH-TPI counter	TcdB GH inh	BioA inh	Mtb FBA inh	Yp Topo-I inh	PfHsp40 yeast	BH1578 lux ind	FadD28 FP inh	Mtb UGM inh
CCOC(=O)N1CCN(C(=O)Nc2ccccc2Cl)CC1	4	1.5	-2.6	4	1	-0.2	-0.4	2.0	1.5
O=C(NCCc1cn[nH]c1)C1CCC(=O)N(CCc2cccc(F)c2)C1 (stereo unspecified)	0	0.1	3.8	-4	4	-0.8	-0.2	0.2	-1.0
Cc1cc(NC(=O)CSc2ccc(Cl)cc2)no1	1	nt	-0.5	-1	-3	-0.1	i	-3.4	3.1
Cc1nn(C2CCOC(C)(C)C2)c2c1C(c1ccc3c(c1)OCO3)SCC(=O)N2 (stereo unspecified)	-6	nt	2.8	1	1	7.8	i	-2.2	1.3
C/C(=C\CCC1(C)C2CC3C(C2)C31C)C(=O)O (stereo unspecified)	4	0.5	-1.5	5	-3	-1.7	-0.6	-0.4	-1.4
C/C(=N\NC(=O)c1ccc2c(c1)OCO2)c1ccc(NC(=O)CCCC(=O)O)cc1	8	0.7	-1.2	3	0	-1.5	-1.2	-2.3	1.5
CC1(C(=O)NCCN2CCOCC2)C=CC2(CCCCC2)N1C(=O)c1ccccc1 (stereo unspecified)	-3	0.7	-2.6	-2	-9	0.1	i	-2.7	1.4
Cc1ccccc1CSCC(Nc1ccc(C(=O)O)cc1[N+](=O)[O-])C(=O)O (stereo unspecified)	12	nt	0.0	-5	5	3.2	-3.8	-0.7	1.5
CCOC(=O)C(Cc1ccccc1)C(=O)Nc1ccccc1C (stereo unspecified)	1	nt	-2.1	1	-6	0.1	i	1.5	-1.9
C/C(=N\NS(=O)(=O)c1ccc(Cl)c([N+](=O)[O-])c1)c1cc2ccccc2o1	21	nt	-1.0	-1	-3	12	-1.4	-0.5	0.4
Cc1cc(C=C2C(=O)NC(=O)NC2=O)c(C)n1-c1cccnc1	19	1.2	-0.7	5	3	-0.8	i	3.0	4.7
Cc1ccc(NS(=O)(=O)c2cc(Br)cnc2N)cc1C	8	3.1	-0.2	0	-4	0.0	-0.3	-1.4	-2.0
COc1ccc2c(c1)CCc1c(C(=O)NCC(C)C)noc1-2	11	1.6	-1.7	-1	7	-0.7	-0.3	-3.6	1.9
Cc1ccc(C)c(NC(=O)Cn2cc(C(=O)C3CC3)c3ccccc32)c1	1	-0.1	-0.5	0	34	0.9	-0.3	-4.0	0.3
Cc1cc(C)c2c(n1)sc1c(N3CCN(CCO)CC3)ncnc12	18	nt	-0.7	3	6	4.1	0.7	-0.6	0.6
Nc1nc(-c2ccc([N+](=O)[O-])cc2)cs1	7	nt	1.5	-3	-6	0.6	-0.2	-1.6	-0.9
CC(=O)c1c(N(C)C)ccnc1C(F)(F)F	-2	nt	-1.8	1	-2	-0.2	-0.6	-1.8	0.0
C[C@@H]1O[C@@H](OC[C@H]2O[C@@H](Oc3c(-c4ccc(O)c(O)c4)oc4cc(O)cc(O)c4c3=O)[C@H](O)[C@@H](O)[C@@H]2O)[C@H](O)[C@H](O)[C@H]1O	4	8.5	-0.9	-2	-6	-1.0	-0.6	-3.8	-0.5
C/C(=N\NC(=O)COc1ccc2ccccc2c1)c1cccs1	10	1.4	-1.0	0	20	1.5	-0.8	-0.2	-0.4
COc1ccc(F)cc1S(=O)(=O)Nc1ccncc1	4	-0.6	1.5	2	-1	-0.8	i	-2.7	-0.8
CC(C)(C)C1CCC(=NNC(=S)Nc2cccnc2)CC1 (stereo unspecified)	4	-2.4	nt	1	-3	-1.4	-3.1	-1.3	0.8
O=C(COC(=O)c1cccnc1Cl)NC1CCCCC1	-11	0.1	-1.0	1	0	-0.1	i	-3.9	-2.6
COC(=O)Nc1nc(-c2cc(Cl)ccc2Cl)cs1	8	9.3	-2.6	-1	16	-0.2	0.1	-0.8	1.1
FC(F)(F)c1ccccc1/C=N/N1CCN(Cc2ccccc2)CC1	5	0.5	-0.5	-2	-1	-0.3	-0.3	-3.6	-0.2
CCOc1ccc(NC(=O)C2CC(=O)NC(N3CCc4ccccc43)=N2)cc1 (stereo unspecified)	-4	nt	-1.1	5	-2	-0.7	-0.4	-3.1	-1.5
NC(=O)C1(N2CCCCC2)CCN(C(=S)Nc2ccc(Cl)cc2)CC1	4	nt	-3.5	2	1	-0.7	0.1	0.0	nt
CCCC(=O)N1CCCC1(C)C(=O)N(C)Cc1cccc2ccccc12 (stereo unspecified)	-3	1.4	-1.0	-1	5	nt	-5.0	-3.1	nt
CCOC(=O)C(Sc1ncc(C#N)c(N)n1)C(C)C (stereo unspecified)	6	nt	0.2	0	-4	0.0	-1.2	-2.7	1.3
Cc1cc(-c2nc3ncccc3o2)ccc1NC(=S)NC(=O)C(C)C	11	-2.5	nt	4	-12	0.9	i	-0.5	-4.5
Cc1cc([N+](=O)[O-])nn1CCCC(=O)Nc1sc2c(c1C(N)=O)CCC(C)C2 (stereo unspecified)	6	0.5	nt	-3	7	-0.2	-0.2	1.1	-1.2

The last two entries of the section before lead into the next.
SMILES	GDH-TPI counter	TcdB GH inh	BioA inh	Mtb FBA inh	Yp Topo-I inh	PfHsp40 yeast	BH1578 lux ind	FadD28 FP inh	Mtb UGM inh
Cc1cc(-c2nc3ncccc3o2)ccc1NC(=S)NC(=O)C(C)C	11	-2.5	nt	4	-12	0.9	i	-0.5	-4.5
Cc1cc([N+](=O)[O-])nn1CCCC(=O)Nc1sc2c(c1C(N)=O)CCC(C)C2 (stereo unspecified)	6	0.5	nt	-3	7	-0.2	-0.2	1.1	-1.2
CN(C)c1ccc(N2CN=C3SCC(=O)N3C2)cc1	4	nt	-0.4	-2	-8	-0.8	i	-2.4	0.2
C/C(=N\Nc1nccnc1Cl)c1ccc(O)cc1	23	3.3	-1.4	-1	-7	-1.3	-0.2	-1.5	-3.8
COc1cc(C(=O)OCCCN=C2NS(=O)(=O)c3ccccc32)cc(OC)c1OC	-1	1.5	nt	-2	-14	0.0	i	-4.3	1.5
CC(C)C(=O)N1CCN(CCN=Cc2c(O)n(C)c(=O)n(C)c2=O)CC1	13	nt	-0.5	0	5	1.4	-0.5	-1.4	-2.0
CC(OC(=O)Cn1[nH]c(=O)c2ccccc2c1=O)C(=O)Nc1cccc(Cl)c1 (stereo unspecified)	6	2.6	nt	6	?	1.6	i	-1.5	-2.2
COc1ccc(CN(Cc2cc3cccc(C)c3[nH]c2=O)C(=O)N(C)C)cc1	-2	nt	nt	0	1	-0.9	-1.6	-1.7	-1.9
O=C(O)C[C@H]1c2ccc(C(F)(F)F)cc2S(=O)(=O)N1Cc1ccccc1	-1	2.1	-1.0	3	10	-1.9	i	0.8	3.0
CNc1[nH]ncc1[N+](=O)[O-]	6	-0.7	nt	1	2	-1.1	-0.2	-0.4	-1.8
Cc1ccc(S(=O)(=O)N2CCN(CCNC(=O)C(=O)Nc3ccc(F)cc3)CC2)cc1	11	3.4	-1.7	2	15	-1.2	i	0.1	-0.4
Cc1nnc(N2C(=O)C(O)=C(C(=O)c3ccco3)C2c2ccc(C(C)(C)C)cc2)s1 (stereo unspecified)	11	nt	-2.7	2	27	1.5	i	-8.5	-0.1
COc1ccccc1NC(=O)CSc1nnc(Cn2cnc3ccccc32)o1	7	-0.2	nt	4	17	-0.1	-0.4	-0.4	-1.1
C/C(=N/N=C(\C)c1ccccc1O)c1ccccc1O	-4	4.1	nt	-1	4	0.3	i	-1.8	0.1
CC(C)n1c(SCC(=O)Nc2ccccc2N2CCOCC2)nc2c1c(=O)n(C)c(=O)n2C	2	nt	0.2	0	28	-0.1	-5.0	-2.0	2.1
Cc1ccc(S(=O)(=O)Oc2ccc(/C=C3/C(=N)N4C(=NC3=O)SN=C4S(C)(=O)=O)cc2)cc1	21	1.5	2.9	4	12	2.4	i	-26	-2.1
c1ccc(Nc2c(-c3ccco3)nc3ccccn23)cc1	12	nt	-1.1	111*	0	-0.1	1.5	-1.2	1.3
Cc1nn(Cc2ccccc2Cl)c(C)c1N	12	nt	-0.3	0	9	-1.5	-0.3	1.3	-4.1
CC(=O)N(C)c1nnc(-c2ccccn2)s1	-1	nt	-1.7	12	-1	-0.3	i	-3.2	0.9
CC(OC(=O)c1ccc2c(c1)OCCO2)C(=O)NC1CCCCC1C (stereo unspecified)	-1	1.4	nt	3	8	-0.1	0.6	-0.5	-1.1
CC(C)CC(C(=O)NCC1CCCO1)N(C(=O)Cn1nnc(-c2ccc(F)cc2)n1)c1cccc(C(F)(F)F)c1 (stereo unspecified)	2	nt	-2.0	-2	-8	-0.9	-3.5	-0.5	0.4
O=C(c1cc(S(=O)(=O)N2CCCCC2)c(Cl)cc1N1CCOCC1)N1CCOCC1	2	nt	-1.2	1	5	-0.5	-0.7	-1.3	0.1
CCc1nnc(NC(=O)C2CCCN2S(=O)(=O)c2ccc(F)cc2)s1 (stereo unspecified)	2	nt	0.8	-7	-5	0.9	-2.6	-3.8	3.0
COc1ccc(S(=O)(=O)N(C(C)=O)c2ccc3oc(=O)sc3c2)cc1	-6	nt	2.4	-3	14	1.3	3.0	-3.5	0.8
C[C@H](CO)N1C[C@H](C)[C@H](CN(C)Cc2ccc(-c3ccccc3)cc2)Oc2ccc(NS(=O)(=O)c3ccccc3)cc2CC1=O	-2	nt	-1.6	-3	27	-0.9	-0.9	-4.7	0.4
Cc1cc(N2CCN(C)CC2)nc2ccc(NC(=S)NCCC(C)C)cc12	14	-0.6	1.9	6	-11	-0.7	1.2	-1.1	0.6
CN(C)S(=O)(=O)c1cccc(NC(=S)NCCCn2ccnc2)c1	0	2.6	nt	-1	4	-0.4	1.6	-1.6	-2.7
c1ccc(-n2nnnc2Sc2ncnc3sc4c(c23)CCCC4)cc1	-6	nt	4.6	0	8	-1.8	-0.5	-6.4	0.9
COc1ccc(Sc2nc(-c3ccccc3)ncc2C(=O)O)cc1	0	1.0	nt	2	-7	-0.8	-0.2	-2.0	-4.0
Cc1ccc(CN2CCNC(=O)C2CC(=O)NCCCn2ncc3ccccc32)o1 (stereo unspecified)	-1	-0.5	nt	1	13	-2.0	-0.2	-1.2	nt
CCCNS(=O)(=O)c1ccc(OCC(=O)Nc2ccccc2F)cc1	1	nt	1.3	1	4	-0.5	i	-0.4	0.1
CN(C)C(=O)CSc1nnc2sc3ccccc3n12	1	nt	1.8	3	0	-0.2	-0.4	-3.0	1.7
O=C(O)CCS(=O)(=O)Cc1cccc(Cl)c1	-1	0.9	-1.7	-1	-6	-0.1	-0.2	-1.4	-1.6
O=C(Nc1ccccc1)C(=O)c1cn(CC(=O)N2CCCCC2)c2ccccc12	13	nt	nt	0	-9	1.5	-0.6	-2.3	-2.3
O=C1CCCCC1Sc1nnc(Cc2cccs2)n1CCc1ccccc1 (stereo unspecified)	-1	nt	-9.6	1	34	2.0	i	-3.7	0.0
COc1ccc(CNCCC(c2ccc(OC(C)C)cc2)c2ccccc2OC)cc1OC (stereo unspecified)	3	0.4	-1.4	2	4	-0.6	-0.6	nt	3.1
O=C(N1CCCCC1)C12CC3CC(C1)CC(C(=O)N1CCCCC1)(C3)C2	6	nt	-2.5	2	3	0.4	-0.4	1.8	1.6

Fetched one by one from the list above, six records:
SMILES	GDH-TPI counter	TcdB GH inh	BioA inh	Mtb FBA inh	Yp Topo-I inh	PfHsp40 yeast	BH1578 lux ind	FadD28 FP inh	Mtb UGM inh
COc1ccc(CN(Cc2cc3cccc(C)c3[nH]c2=O)C(=O)N(C)C)cc1	-2	nt	nt	0	1	-0.9	-1.6	-1.7	-1.9
O=C1CCCCC1Sc1nnc(Cc2cccs2)n1CCc1ccccc1 (stereo unspecified)	-1	nt	-9.6	1	34	2.0	i	-3.7	0.0
O=C(c1cc(S(=O)(=O)N2CCCCC2)c(Cl)cc1N1CCOCC1)N1CCOCC1	2	nt	-1.2	1	5	-0.5	-0.7	-1.3	0.1
C[C@@H]1O[C@@H](OC[C@H]2O[C@@H](Oc3c(-c4ccc(O)c(O)c4)oc4cc(O)cc(O)c4c3=O)[C@H](O)[C@@H](O)[C@@H]2O)[C@H](O)[C@H](O)[C@H]1O	4	8.5	-0.9	-2	-6	-1.0	-0.6	-3.8	-0.5
C/C(=N/N=C(\C)c1ccccc1O)c1ccccc1O	-4	4.1	nt	-1	4	0.3	i	-1.8	0.1
O=C(O)C[C@H]1c2ccc(C(F)(F)F)cc2S(=O)(=O)N1Cc1ccccc1	-1	2.1	-1.0	3	10	-1.9	i	0.8	3.0

Screening data: PubChem BioAssay, several laboratories
